SENP8 block-1 = inhibitors of human SENP8 protease. Q96LD8. purified SENP8, Z-RLRGG-aminoluciferin cleavage, luminescence. inhibition, % at 10 µM. 1.2% of 330,000 active. AID 2540; in the data active = inhibition above about 50%
PfG6PD inh = PfG6PD (Plasmodium falciparum) enzyme inhibition; PfGluPho enzyme, NADPH resazurin-diaphorase fluorescence; 0.78% of 350,000 active; inhibition, % at 20 µM;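 active = inhibition reaching at least a set limit at 20 µM in the primary screen, cut at about 59% in these data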;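 also: 0% = DMSO wells with substrate and 100% = DMSO wells lacking glucose-6-phosphate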
SENP6 block = blocks the human protease SENP6 | Q9GZR1 | Recombinant SENP6 catalytic domain, aminoluciferin luminescence | inhibition, % at 10 µM | 1.8% of 330,000 active | AID 2599;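 active = inhibition above about 50% at the single tested dose, limit read from the data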;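 also: plate controls were DMSO wells with enzyme for no effect and DMSO wells lacking enzyme for full effect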
NLRP3 yeast inh = blocks the NALP3 inflammasome reconstituted in yeast | Yeast reconstituted NLRP3/ASC/caspase-1, beta-gal luminescence, 24 h | inhibition, % at 10 µM | 0.39% of 330,000 active | AID 2825;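 active = inhibition of 50% or more; inactive = inhibition below 50%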;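 also: plate controls were induced DMSO wells for no effect and uninduced yeast grown without galactose for full effect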
SENP1 inh = inhibitors of human SENP1 SUMO protease catalytic domain. 0.21% of 360,000 active. inhibition, % at 10 µM. recombinant SENP1 catalytic domain, CyPet-SUMO1-YPet FRET cleavage. AID 624204. Q9P0U3;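 active = inhibition at least 30% at 10 µM, raw YFP signal under a set limit, fluorescence ratio 0.5 to 1.5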;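 also: 0% = enzyme with DMSO and 100% = no enzyme wells; some results filed as inactive read as strong as hits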
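Test system: recombinant human SENP1 catalytic domain, His6-tagged / Medium: pH 8 Tris buffer with EDTA, NaCl, BME, BSA, NP40, catalase / Also added: SUMO1 FRET substrate flanked by Cypet and Ypet, 25 nM / Times: 50 min reaction at room temperature / Signal: FRET, CFP and YFP emission / Control set: no-enzyme low control and enzyme-plus-DMSO high control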
SENP8 block-2 = SENP8 (human) protease inhibition; Q96LD8; recombinant SENP8, Nedd8 substrate fluorescence; inhibition, % at 20 µM; 0.64% of 360,000 active; AID 602440; in the data active = inhibition mostly above about 40%, no sharp cut-off; inactive = mostly below about 27%
SENP7 block = SENP7 protease inhibition; recombinant SENP7, Z-RLRGG-aminoluciferin luminescence, 40 min; inhibition, % at 5 µM; 1.5% of 330,000 active; AID 434973;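 active = inhibition above about 50% at the single test dose, limit read from the data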;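 also: plate controls were DMSO with enzyme for no effect and no enzyme buffer wells for full effect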
HKDC1 inhibitor = blocks human hexokinase HKDC1 activity | AID 493160 | recombinant HKDC1, G6PDH/diaphorase resazurin coupled fluorescence | inhibition, % at 20 µM | 0.16% of 340,000 active;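 active = inhibition above about 35% when tested at 20 µM, limit read from the data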;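 also: plate controls were DMSO wells with enzyme for no effect and DMSO wells lacking enzyme for full effect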
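Assay system: recombinant HKDC1 hexokinase; detection: coupled resazurin fluorescence, excitation 525 nm, emission 613 nm; benchmarks: DMSO-plus-enzyme-mix negative control, buffer-substituted positive control; compound dosing: single 20 µM dose; schedule: 90 min at room temperature in dark; also added: glucose plus 1 mM ATP as hexokinase substrates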
Apaf-1 inh = human Apaf-1 inhibition; O14727; reconstituted apoptosome caspase-3 activity, DEVD-Rh110 fluorescence; inhibition, % at 20 µM; 0.71% of 330,000 active; AID 489030; active = inhibition of at least 40% at 20 µM;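 also: plate controls were DMSO wells for no effect and DEVD-CHO caspase inhibitor wells for full effect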
Target sequence (O14727 whole entry, looked up): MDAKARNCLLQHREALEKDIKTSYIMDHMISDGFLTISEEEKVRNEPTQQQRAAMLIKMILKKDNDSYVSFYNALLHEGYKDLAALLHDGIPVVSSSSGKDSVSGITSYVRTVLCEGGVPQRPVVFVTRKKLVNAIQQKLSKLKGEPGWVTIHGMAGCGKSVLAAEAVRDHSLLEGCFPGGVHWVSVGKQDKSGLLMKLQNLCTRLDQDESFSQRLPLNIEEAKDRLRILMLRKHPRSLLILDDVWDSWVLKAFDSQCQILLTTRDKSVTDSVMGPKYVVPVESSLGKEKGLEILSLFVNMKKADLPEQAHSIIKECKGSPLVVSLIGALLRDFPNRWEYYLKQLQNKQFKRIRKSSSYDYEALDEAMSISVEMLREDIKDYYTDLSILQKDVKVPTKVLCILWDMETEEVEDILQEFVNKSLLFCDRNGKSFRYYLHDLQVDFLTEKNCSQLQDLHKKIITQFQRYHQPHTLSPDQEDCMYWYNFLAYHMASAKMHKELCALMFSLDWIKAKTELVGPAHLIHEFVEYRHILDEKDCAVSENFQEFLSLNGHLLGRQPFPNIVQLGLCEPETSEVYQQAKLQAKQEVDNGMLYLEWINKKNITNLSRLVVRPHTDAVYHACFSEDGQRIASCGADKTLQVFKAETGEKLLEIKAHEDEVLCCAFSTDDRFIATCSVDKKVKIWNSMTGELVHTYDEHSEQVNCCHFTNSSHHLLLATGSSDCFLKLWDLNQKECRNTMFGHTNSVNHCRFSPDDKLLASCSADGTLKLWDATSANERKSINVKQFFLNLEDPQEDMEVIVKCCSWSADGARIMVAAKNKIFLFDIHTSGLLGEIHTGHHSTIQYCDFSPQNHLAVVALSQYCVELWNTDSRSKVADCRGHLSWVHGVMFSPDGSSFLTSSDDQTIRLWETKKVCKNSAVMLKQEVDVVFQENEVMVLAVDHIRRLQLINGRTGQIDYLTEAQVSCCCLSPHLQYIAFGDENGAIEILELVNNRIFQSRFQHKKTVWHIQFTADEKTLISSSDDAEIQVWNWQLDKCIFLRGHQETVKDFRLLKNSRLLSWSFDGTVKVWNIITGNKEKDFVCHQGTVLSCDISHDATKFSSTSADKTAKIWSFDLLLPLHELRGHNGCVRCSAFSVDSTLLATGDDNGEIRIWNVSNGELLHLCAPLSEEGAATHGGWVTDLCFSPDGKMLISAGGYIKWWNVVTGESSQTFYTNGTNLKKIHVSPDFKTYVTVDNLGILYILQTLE
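Assay system – apoptosome proteins · Medium – Hepes buffer, pH 7.5 · Also added – cytochrome c with DEVD-Rh110 · Timing – 30 min compound preincubation, 50 min activation, room temperature · Detection – Rh110 fluorescence, excitation 480 nm, emission 540 nm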
The depositor's hits bear a star; / = no result given.

SMILES | SENP8 block-1 | PfG6PD inh | SENP6 block | NLRP3 yeast inh | SENP1 inh | SENP8 block-2 | SENP7 block | HKDC1 inhibitor | Apaf-1 inh
O=C(c1ccccc1-n1cccn1)N1CCc2c([nH]c3ccccc23)C1c1ccccn1 (stereo not given) | -1 | -1 | -6 | 11 | -2 | 13 | -1 | -3 | 1
CCOC(=O)N1CCN(CCC(=O)Nc2cc(C)ccc2OC)CC1 | -1 | -4 | 5 | -5 | 0 | 19 | 4 | 0 | -4
NNC(=O)C1CC1(c1ccccc1)c1ccccc1 (stereo not given) | 2 | 3 | -6 | 13 | 2 | -1 | -4 | -1 | -1
COc1ccc(NS(=O)(=O)c2ccc(C)c(C(=O)NCc3cccnc3)c2)cc1 | 9 | 6 | 4 | 2 | 0 | 5 | -5 | 0 | -2
CCOc1ccc(-c2nc(N)nc(C)c2-c2ccc(Cl)cc2)c(O)c1 | 6 | 24 | -18 | 29 | -34 | 3 | 6 | 2 | 25
CCC(C)[C@H](NC(=O)N1CC(=O)Nc2ccccc21)C(=O)N[C@H](C(=O)O)c1ccccc1 (stereo not given in full) | -3 | 12 | -1 | 8 | -9 | 8 | -2 | -5 | -5
COc1ccc(CN(C(=O)c2snc(C(N)=O)c2N)C(C)C(=O)NCc2ccc(F)cc2)cc1 (stereo not given) | -3 | -9 | -31 | 13 | -13 | -332 | 4 | 2 | 14
O=C(C1CCN(Cc2ccccc2)CC1)N1CCN(C/C=C/c2ccccc2)CC1 | 3 | -18 | 12 | 11 | 1 | 23 | 3 | 4 | 0
COc1ccc(C([O-])=Nc2ccc[n+](-c3nc4ccccc4nc3NS(=O)(=O)c3ccccc3)c2)cc1 | -10 | / | -13 | 6 | / | / | -2 | / | 2
COc1ccccc1C(=O)Nc1nnc(-c2ccc(F)cc2)s1 | 23 | -15 | 30 | 38 | -1 | -135 | 33 | 8 | -1
C/C(=N\N1CCN(c2ccccc2)CC1)c1cccs1 | 4 | -9 | -35 | 11 | 3 | 27 | 6 | 9 | -17
CN(Cc1ccccc1)C(=O)c1ccc(NC(=O)Cc2ccc(NC(=O)C3CCCN(C(=O)C4CCCC4)C3)cc2)cc1 (stereo not given) | / | -20 | / | / | 1 | 6 | / | -1 | /
CCc1nnc(NC(=O)CCC(=O)NC2CC2)s1 | -2 | -3 | -3 | 11 | 0 | 4 | -6 | -2 | -11
CCCCOc1ccc(C(=O)NCC(=O)NCC(c2cccs2)N2CCOCC2)cc1 (stereo not given) | -6 | -5 | -19 | 25 | -2 | 7 | 7 | 0 | 41*
COc1ccccc1CNS(=O)(=O)c1cc2c3c(c1)CCN3C(=O)CC2 | -2 | 0 | -1 | 12 | 2 | 7 | 10 | -3 | 6
COc1ccc2c(c1)C(=O)N1[C@H]3c4cc(OC)ccc4OC[C@@H]3[C@H](c3ccccc3)[C@]1(C)C(=O)N2 | -3 | -5 | -5 | 12 | -3 | -20 | -2 | 1 | 13
COc1ccc(NC(=O)N2CCCc3cc(C)ccc32)c(OC)c1 | -2 | -9 | -6 | 20 | 1 | 10 | -11 | 7 | 16
Cc1csc(SCC(=O)Nc2nccs2)n1 | -1 | 10 | -3 | 12 | -1 | 0 | -7 | -4 | -5
O=C(NCCN1CCOCC1)C1CC(=O)N(c2ccc(F)c(Cl)c2)C1 (stereo not given) | 3 | -11 | -15 | 4 | 2 | 1 | -1 | -7 | -20
O=C(Nc1ccc(Cl)c(Cl)c1)N(CCCN1CCOCC1)Cc1cccnc1 | -13 | 13 | -20 | 4 | 1 | 16 | -9 | -5 | -14
NC(=S)N=Nc1c(O)[nH]c2c(Cl)cc(Cl)cc12 | / | -7 | / | / | 3 | 37 | / | 3 | /
O=C(Nn1cnnc1)c1cc(Cl)cc(Cl)c1 | -6 | 3 | -29 | 8 | 1 | 11 | -5 | -3 | 1
Cc1ccc(/C=N/NC(=O)c2cc(-c3ccc(C)o3)[nH]n2)cc1 | -8 | 6 | -28 | 11 | 1 | -18 | -4 | -1 | 8
O=C(Nc1ccncc1)c1ccccc1-c1ccccc1 | 4 | 8 | 13 | 10 | 2 | -3 | -3 | -8 | -9
O=C(CSc1n[nH]c(-c2ccccc2)n1)Nc1ccc(N2CCOCC2)cc1 | -16 | 14 | -9 | -1 | 0 | 17 | -2 | 5 | 2
Cc1cc(C)c(S(=O)(=O)N2CCOC2CNC(=O)C(=O)NCCN2CCOCC2)c(C)c1 (stereo not given) | -4 | -4 | -14 | 17 | 1 | 4 | -8 | -5 | -1
COCC1CCN(C(=O)C2CCC(=O)N(Cc3cccc(C(F)(F)F)c3)C2)CC1 (stereo not given) | -4 | 3 | 0 | 1 | 3 | 4 | 10 | -5 | 6
C=CCn1cnc2c(c1=O)c1nc3ccccc3nc1n2/N=C/c1cc(OC)c(OC)c(OC)c1 | -3 | 0 | -15 | 4 | -5 | -17 | 3 | 2 | 20
Cn1c(=O)c2[nH]c(CCCCc3nc4ccccc4[nH]3)nc2n(C)c1=O | / | 2 | / | / | 3 | 3 | / | -4 | /
Cc1ccc(-c2csc(NC(=O)CN3CCOCC3)n2)cc1C | -5 | 12 | -10 | 29 | 0 | -2 | -1 | -4 | 0
CCc1ccc(C(=O)CSc2nnc(C3CC3)n2C2CC2)cc1 | -1 | 18 | 2 | 12 | 0 | -3 | 1 | -1 | 0
Cc1cccc(/C(N)=N/OC(=O)CCCN2C(=O)c3ccccc3C2=O)c1 | -6 | 6 | -31 | 20 | -4 | 31 | 1 | -4 | 13
CN(Cc1c(C(=O)N/N=C/c2cccc(O)c2)nnn1-c1nonc1N)c1ccccc1 | -11 | 23 | 4 | 11 | 4 | 0 | -15 | 1 | 15
CCOC(=O)c1c(C)nc2cc(C)cc(C)n12 | -4 | -2 | -13 | 26 | -5 | -7 | 3 | 1 | -3
CCOC(=O)c1nnn(-c2nonc2N)c1CNc1ccccc1 | -13 | -22 | -16 | 7 | 1 | 15 | -10 | -6 | 1
Cc1ccc(-n2ncc3c2CCCC3NC(=O)CCc2cnccn2)cc1C (stereo not given) | 0 | -1 | -7 | 11 | 0 | 3 | -4 | -4 | 1
CC(=O)Nc1sc(NC(=O)c2ccco2)nc1-c1cccs1 | 1 | -10 | -6 | 26 | 0 | -10 | 0 | 4 | 0
CCN(CC(=O)Nc1ccccc1C(F)(F)F)C(=O)c1cc(-c2ccccc2)nn1-c1ccccc1 | 6 | 15 | 0 | 17 | 0 | 9 | 3 | 2 | 26
CCc1nnc(NC(=O)c2sc3nc4cc(C)ccc4cc3c2N)s1 | -7 | 50 | -7 | 20 | 54 | -39 | -9 | 29 | 11
Cc1cc(Cl)c2oc(C(=O)NCCC3CCCCO3)c(C)c2c1 (stereo not given) | -10 | 9 | 1 | 8 | -1 | 17 | 7 | 5 | 28
CC(=O)c1cn(CCC(C)C)c(=O)[nH]c1=O | 1 | -4 | -8 | 3 | -1 | 10 | 0 | 8 | -10
Cc1ccc(Sc2ncnc(N)c2[N+](=O)[O-])cc1 | -14 | -4 | -53 | -4 | 1 | 21 | -1 | -9 | 12
CCOC(=O)N1CCN(C(=O)c2ccc(N(Cc3ccc(Cl)cc3)S(C)(=O)=O)cc2)CC1 | -2 | -5 | -6 | 16 | 0 | 3 | 6 | -3 | 7
Cc1cc(C)c(CN2CCC(n3nccc3NC(=O)CCOc3ccccc3)CC2)cc1C | 1 | 17 | -19 | -3 | 1 | 1 | -4 | 1 | 14
CCn1cc(C(=O)N[C@@H](CCSC)C(=O)NCCO)c(=O)c2cc3c(cc21)OCO3 | 3 | 7 | -17 | -7 | -1 | -47 | 3 | -2 | -1
N=c1c(S(=O)(=O)c2ccc(Cl)cc2)cc2c(=O)n3ccccc3nc2n1Cc1ccco1 | 9 | 1 | -6 | 5 | -24 | -298 | 5 | 20 | 17
CCC1CCCCN1CCCNC(=O)c1cn(C)c2ccc(S(=O)(=O)N(C)C3CCCCC3)cc2c1=O (stereo not given) | 2 | -6 | -20 | 0 | 0 | 26 | 15 | -2 | 12
CC(=O)Nc1ccc(S(=O)(=O)Oc2ccc(/C=C3\SC(N)=NC3=O)cc2)cc1 | 3 | 21 | -23 | 5 | -1 | -1 | -6 | -5 | -7
CCOc1ccc(N(C(=O)c2ccc3c(c2)OCO3)C2C=CS(=O)(=O)C2)cc1 (stereo not given) | 3 | -2 | 0 | 18 | 3 | 5 | -2 | -9 | 1
Cc1nc2ccn(Cc3ccccc3)c(=O)c2cc1C(=O)N1CCN(c2ccc(F)cc2)CC1 | -17 | 6 | -10 | 27 | -14 | -73 | 11 | -5 | 18
Cc1cccc2sc(N(CCCN(C)C)C(=O)CCS(=O)(=O)c3ccccc3)nc12 | -6 | 23 | 13 | 44 | 2 | 16 | 5 | -3 | 10
Cc1ccc([C@@H]2CC=C(C(=O)O)[C@H](c3ccc(F)cc3)N2S(=O)(=O)c2ccccc2C)cc1 | 2 | -37 | 22 | 7 | 2 | 7 | 4 | 12 | 5
Cc1ccc(S(=O)(=O)NCc2ccc(C(=O)NCCc3ccc(S(N)(=O)=O)cc3)cc2)cc1 | 0 | -19 | -8 | -5 | 1 | 4 | 3 | -1 | 4
CCOc1ccc(CCNC(=O)Nc2ccccc2)cc1OCC | -3 | -2 | 6 | 14 | -2 | 6 | -4 | -5 | 8
O=C(NCC1COc2ccccc2O1)c1ccc(Cl)cc1 (stereo not given) | -7 | 3 | 0 | 29 | 2 | 13 | 1 | -1 | -2
CN(C)c1cccc(C(=O)N(C)C2CCCN(Cc3ccccc3F)C2)c1 (stereo not given) | -5 | 1 | -14 | 26 | -4 | -32 | 3 | -4 | 6
Cn1nc(C(=O)N2CCN(c3ccc([N+](=O)[O-])cc3)CC2)c2c1-c1ccccc1S(=O)(=O)C2 | 15 | 6 | 11 | 21 | -9 | 22 | 1 | -1 | 9
O=C(NCCCCNC(=O)c1ccccc1Br)c1ccccc1Br | 3 | 4 | -4 | 5 | 1 | 18 | 2 | -3 | -7

Part of the list above, with values under each structure.
Each structure is followed by: SENP8 block-1	PfG6PD inh	SENP6 block	NLRP3 yeast inh	SENP1 inh	SENP8 block-2	SENP7 block	HKDC1 inhibitor	Apaf-1 inh
Cc1ccc([C@@H]2CC=C(C(=O)O)[C@H](c3ccc(F)cc3)N2S(=O)(=O)c2ccccc2C)cc1
→ 2	-37	22	7	2	7	4	12	5
Cc1ccc(S(=O)(=O)NCc2ccc(C(=O)NCCc3ccc(S(N)(=O)=O)cc3)cc2)cc1
→ 0	-19	-8	-5	1	4	3	-1	4
CCOc1ccc(CCNC(=O)Nc2ccccc2)cc1OCC
→ -3	-2	6	14	-2	6	-4	-5	8
O=C(NCC1COc2ccccc2O1)c1ccc(Cl)cc1 (stereo not given)
→ -7	3	0	29	2	13	1	-1	-2
CN(C)c1cccc(C(=O)N(C)C2CCCN(Cc3ccccc3F)C2)c1 (stereo not given)
→ -5	1	-14	26	-4	-32	3	-4	6

Screening data: PubChem BioAssay, Sanford-Burnham Center for Chemical Genomics
